Assay outcomes (PubChem BioAssay)
APP transl inh: APP translation inhibition | SH-SY5Y APP 5'UTR-luciferase reporter, luminescence | inhibition, % at 2 µM | actives 0.82% (n = 190,000);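 active = inhibition above a set limit, derived from the sample mean plus 3 SD, cut at about 45% in these data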; note: values of inactives mirror those of a sister screen read the other way
FLuc act counter: affects firefly luciferase, flagging false hits in luciferase stimulation screens; ATPlite luciferase biochemical, luminescence, 10 min; 0 = ATP-free wells, 1 = DMSO control; activation factor at 10 µM; 200,000 tested, under 10 active; AID 1027;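 active = luciferase activation factor, scaled between plate controls, of at least 2 with compound at 10 µM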
Target sequence (P08659 whole entry, looked up): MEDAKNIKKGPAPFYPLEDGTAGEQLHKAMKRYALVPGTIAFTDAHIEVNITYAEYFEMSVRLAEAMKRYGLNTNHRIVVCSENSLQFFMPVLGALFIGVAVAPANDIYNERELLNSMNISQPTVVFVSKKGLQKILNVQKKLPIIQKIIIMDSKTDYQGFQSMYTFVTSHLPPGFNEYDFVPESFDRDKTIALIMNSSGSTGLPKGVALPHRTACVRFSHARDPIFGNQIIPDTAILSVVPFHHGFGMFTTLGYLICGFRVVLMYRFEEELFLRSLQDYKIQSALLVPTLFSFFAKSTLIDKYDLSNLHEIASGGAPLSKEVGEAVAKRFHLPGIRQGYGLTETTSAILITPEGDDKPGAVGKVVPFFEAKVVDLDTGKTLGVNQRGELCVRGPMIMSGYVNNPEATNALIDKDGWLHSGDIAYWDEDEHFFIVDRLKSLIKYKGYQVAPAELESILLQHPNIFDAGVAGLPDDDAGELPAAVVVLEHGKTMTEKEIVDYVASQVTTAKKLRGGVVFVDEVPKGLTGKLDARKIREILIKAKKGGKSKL
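System: Luciferase/luciferin detection reagent, cell-free biochemical luciferase assay | Medium: PBS buffer for ATP | Dosing: Test compounds dosed from 2 mM stocks in 100% DMSO | Timing: 10 min at ambient temperature | Signal: Luminescence measurement of luciferase light output | Evaluation: Luciferase activation, seen as luminescence increase over controls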
Hsp70 act: Hsp70 transcriptional activation, primary screen; HeLa Hsp70 promoter luciferase reporter, luminescence; scaled: vehicle 0, proteasome-inhibitor control 100%; activation, % at 10 µM; actives 0.04% (n = 200,000); AID 1203;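 active = activation above the mean across all tested compounds plus 3 SD, cutoff set per campaign, cut at about 5.5% in these data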;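 note: 100% = MG132 at 30 µM as the positive control and 0% = DMSO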
DTT redox prof: compounds producing H2O2 with reducing agent – biochemical, NIH compound library profiling, artefact control for MLSCN library redox annotation, primary screen; DTT-dependent redox cycling H2O2, phenol red/HRP absorbance; 100% = 100 µM peroxide control, 0% = buffer; activation, % at 10 µM; actives 0.03% (n = 200,000); AID 878;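 active = activation of at least 50% relative to the plate's high and low controls in the primary single-dose screen; inactive = activation below 50%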;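 note: compound incubated with DTT at 0.8 mM final as the reducing agent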
FLuc inhib CS: inhibits firefly luciferase, flagging false hits in luciferase inhibition screens; ATPLite firefly luciferase biochemical luminescence, 10 min; inhibition, % at 10 µM; actives 1.5% (n = 200,000);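 active = inhibition above about 50% when tested at 10 µM, limit read from the data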
Efa HMGR inh: E. faecalis class II HMG-CoA reductase inhibition. AID 1066. purified E. faecalis HMGR, NADPH absorbance 340 nm kinetic. inhibition, % at 10 µM. actives 0.41% (n = 190,000);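 active = inhibition above a set limit, the median over all tested compounds plus 3 SD, cut at about 9.5% in these data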;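 note: enzyme runs in reverse so mevalonate oxidation gives rising NADPH absorbance; 0% = complete reaction with DMSO and 100% = background rate lacking mevalonate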
G6PDH CS: counter-screen for G6PDH assay hits: L. mesenteroides G6PDH inhibition; Purified L. mesenteroides G6PDH, diaphorase/resazurin coupled fluorescence, 45 min; inhibition, % at 5 µM; actives 0.12% (n = 200,000); AID 1020; in the data active = inhibition above about 50%
APP 5'UTR act: APP 5'UTR luciferase reporter activation; SH-SY5Y APP 5'UTR luciferase reporter, luminescence; zero percent = DMSO vehicle wells; activation, % at 2 µM; actives 1% (n = 190,000); AID 1276;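 active = activation above a set limit, based on mean plus 3 SD of controls, cut at about 140% in these data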; note: values of inactives mirror those of a sister screen read the other way
NF-kB neuron act: compounds increasing NF-kB expression in human neuronal cells; NF-kB reporter expression; hits give high values; actives 1.6% (n = 190,000); fold change at 12.5 µM; in the data active = fold change above about 3.3
STAT1 activator: increases IFN-gamma driven STAT1 reporter signal. actives 2.6% (n = 200,000). AID 932. activation (% of control), % at 5.5 µM. NIH 3T3 STAT1-luciferase reporter, luminescence; 100% = IFN-gamma alone, no compound;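 active = activation above the screen-wide mean activation plus 3 SD, cut at about 130% in these data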;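 note: raw ratio to IFN-gamma control signal so 100% means no change and 0% no light; values of inactives mirror those of a sister screen read the other way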
The depositor's hits bear a star; . = not tested or not shown. Rows were taken by chance, and some 5.3% of all compounds hit somewhere here.

SMILES	APP transl inh	FLuc act counter	Hsp70 act	DTT redox prof	FLuc inhib CS	Efa HMGR inh	G6PDH CS	APP 5'UTR act	NF-kB neuron act	STAT1 activator
CCCn1c(N)c(NCCN2CCOCC2)c(=O)n(CC(=O)NCc2ccccc2)c1=O	28	1	-0.1	0.0	2	0	-3	-28	1.3	105
O=C(COC(=O)Cc1cccc(C(F)(F)F)c1)Nc1ccc2c(c1)OCCO2	12	1.1	-0.3	0.3	-6	0	8	-12	1.1	103
NNC(=O)CC(=O)NC1(Cc2ccc(O)cc2)CCCCC1	-4	1	-0.2	0.1	-1	-1	16	4	1.2	103
CCOC(=O)c1ccc(NC(=O)CSc2nnc(CCc3ccc(C)o3)n2-c2ccccc2)cc1	1	1	0.2	0.5	-1	0	8	-1	1.2	93
COc1ccc(CC(=O)NCc2cccs2)cc1	10	1	-0.1	0.8	-1	0	1	-10	1.2	107
CCNc1ccc(C(=O)OCC(=O)N(Cc2ccccc2)C(C)(C)C)cc1[N+](=O)[O-]	-8	1.1	-0.3	0.4	-8	-12	-57	8	0.9	98
O=C1C=C(Nc2ccccc2O)c2ccccc2C1=O	2	1	0.1	11	3	2	56*	-1	0.51	102
O=C(NCc1ccco1)C1CCN(C(=O)Cc2ccccc2)CC1	8	1.1	0.4	0.9	-6	-1	-9	-8	1.1	93
CCN1C(=O)c2cccc3c(NC(=O)c4ccccc4)ccc1c23	19	1.1	-0.3	0.1	-6	1	7	-19	1	88
CCOC(=O)C1=C(N)OC2=C(C(=O)CC(C)(C)C2)C1c1cccnc1 (configuration not stated)	-6	1	-0.1	0.6	-2	-9	6	6	1	97
CCOC(=O)Cc1c(Sc2ccccc2)c2cc(C)ccc2n1C	5	1	0.0	-0.1	-5	0	-12	-5	1	98
O=C(COC(=O)c1cccs1)NCCCc1ccccc1	-3	1	-0.4	-0.1	-5	-1	7	3	1.1	102
COCCn1c(=O)[nH]c2cc(C(=O)NCCc3ccc(S(N)(=O)=O)cc3)ccc2c1=O	-11	1	-0.2	-1.5	-3	-3	3	11	0.9	105
C=CCn1c(SCc2nc3ccccc3c(=O)[nH]2)nc2ccccc2c1=O	0	1	0.3	2.4	2	-7	1	0	1.1	95
Cc1ccccc1N1C(=O)C2C3C=CC(C2C1=O)N(C)C3=O (configuration not stated)	4	1	0.2	1.6	-3	0	1	-4	0.96	103
CCCCCCOC(=O)Cc1c(C)nc(-c2ccccc2)[nH]c1=O	-1	1.1	-0.3	2.7	-8	-1	4	1	1.1	102
Cn1c(SCC(=O)NCc2ccc3c(c2)OCO3)nnc1-c1c[nH]c2ccccc12	-10	1	-0.6	-0.1	-4	1	2	10	1	97
CSc1ccccc1NC(=S)Nc1cccc(C(F)(F)F)c1	38	1	-0.1	-1.3	-3	-2	11	-38	1.1	96
CCOc1ccc2cc(C#N)c(SCC(=O)N3CCCC3)nc2c1	-7	.	-0.1	2.6	.	.	.	7	.	97
COc1ccc(CNC(=O)C2CCN(c3nc(OC)nc(OC)n3)CC2)cc1	-17	1.1	-0.3	0.7	-7	-2	4	17	1	96

Reformatted: entries from further up.
Each structure is followed by: APP transl inh, FLuc act counter, Hsp70 act, DTT redox prof, FLuc inhib CS, Efa HMGR inh, G6PDH CS, APP 5'UTR act, NF-kB neuron act, STAT1 activator
- Cc1ccccc1N1C(=O)C2C3C=CC(C2C1=O)N(C)C3=O (configuration not stated)
 : 4, 1, 0.2, 1.6, -3, 0, 1, -4, 0.96, 103
- CCCCCCOC(=O)Cc1c(C)nc(-c2ccccc2)[nH]c1=O
 : -1, 1.1, -0.3, 2.7, -8, -1, 4, 1, 1.1, 102
- Cn1c(SCC(=O)NCc2ccc3c(c2)OCO3)nnc1-c1c[nH]c2ccccc12
 : -10, 1, -0.6, -0.1, -4, 1, 2, 10, 1, 97
- CSc1ccccc1NC(=S)Nc1cccc(C(F)(F)F)c1
 : 38, 1, -0.1, -1.3, -3, -2, 11, -38, 1.1, 96
- CCOc1ccc2cc(C#N)c(SCC(=O)N3CCCC3)nc2c1
 : -7, ., -0.1, 2.6, ., ., ., 7, ., 97
- COc1ccc(CNC(=O)C2CCN(c3nc(OC)nc(OC)n3)CC2)cc1
 : -17, 1.1, -0.3, 0.7, -7, -2, 4, 17, 1, 96

Further records.
SMILES	APP transl inh	FLuc act counter	Hsp70 act	DTT redox prof	FLuc inhib CS	Efa HMGR inh	G6PDH CS	APP 5'UTR act	NF-kB neuron act	STAT1 activator
CN1C(=O)C2(Nc3ccccc3-c3nc4ccccc4n32)c2ccccc21 (configuration not stated)	1	1	-0.2	1.1	-4	-4	1	-1	0.94	98
COc1cc(/C=N/NC(=O)C2CCN(CC(O)COCc3ccccc3)CC2)cc(OC)c1OC (configuration not stated)	7	1	-0.2	-0.6	-3	-4	2	-7	1.2	99
Cc1cccc(-c2ncc(CN3CCN(CC(C)C)C(CCO)C3)cn2)c1 (configuration not stated)	-21	1.1	0.3	1.3	-9	9.6*	15	21	1	102
CCN(Cc1ccncc1)Cc1c(O)ccc2ccccc12	-18	1	-0.1	-0.3	-3	5	28	18	1.1	93
CC(=O)Nc1c(Nc2ccccc2)c2ccccc2oc1=O	-14	1.1	-0.1	6.8	-9	-2	14	14	1.3	102
COC(=O)c1c(-c2ccccc2)csc1NC(=O)c1c(-c2ccccc2)noc1C	37	1	-0.4	0.3	-3	8	-14	-37	0.35	101
Oc1ccccc1CN1CCCN(Cc2ccccc2O)C1	1	1	-0.4	3.3	-2	-5	2	-1	0.96	93
COCCn1nnnc1CN(Cc1ccco1)Cc1cc2cc3c(cc2[nH]c1=O)OCO3	-12	1.1	-0.1	1.8	-6	-3	6	12	1	98
Cc1cccc(OCCn2c(NC(=O)c3ccco3)nc3ccccc32)c1	-6	1	-0.3	0.9	4	0	6	6	1	109
O=C(Nc1cccc(O)c1)c1ccc(Br)c(S(=O)(=O)N2CCCCC2)c1	-24	1	0.0	0.9	-2	-2	3	24	1.1	96
Cc1c(C)c2c(C)[nH]nc2oc1=O	4	1.1	-0.4	0.8	-7	0	-5	-4	0.99	92
COc1ccc2c(c1)CC/C2=N\OC(=O)c1cccc(C)c1	-78	0.2	0.5	-0.2	78*	3	-7	78	5.9*	165*
COc1ccccc1NC(=S)Nc1ccc2cn[nH]c2c1	-20	1.1	-0.4	-0.1	-7	6	-1	20	1.2	103
Cc1cc(/C=N/NC(=O)C(=O)NCc2ccccn2)c(C)n1-c1cccc(Br)c1	13	1	-0.1	-1.3	-4	-8	6	-13	1.1	97
O=C(O)c1ccccc1SC1CC(=O)N(c2ccc3c(c2)OCO3)C1=O (configuration not stated)	8	1	0.1	0.4	-4	-1	10	-8	1.4	96
Cc1ccc(N(CC(=O)N/N=C/c2cccs2)S(C)(=O)=O)cc1	4	1	-0.3	0.2	3	-4	19	-4	0.94	104
Cc1ccccc1NC(=O)Nc1nnc(CC(=O)NCc2ccccc2)s1	-3	1.1	-0.3	-0.6	-8	0	6	3	1.1	105
COc1ccc(CCC(=O)NNC(=S)NCc2ccc(F)cc2)cc1	-7	1	-0.5	0.1	-3	-5	11	7	1.1	95
CCOC(=O)C1(CCc2ccccc2)CCN(Cc2nccn2CC)CC1	-7	1	0.0	-1.0	-2	0	4	7	0.86	92
O=C(CCc1ccccc1)NC(=S)Nc1ccccc1Br	-22	1	0.0	0.7	-2	-1	1	22	0.92	101
O=C(CCn1cccc1)Nc1cccc(F)c1	-12	1.1	-0.2	-0.3	-8	4	2	12	1.1	97
COCCn1c(-c2ccco2)nc2nc3ccccc3nc21	3	1	-0.2	-2.4	2	1	-7	-3	1.1	109
Cc1ccc(NC(=O)c2cc(N3C(=O)C=CC3=O)ccc2Cl)cc1C	45*	0.9	-0.1	-0.1	12	-4	13	-45	1.3	121
COc1ccc(OC)c(C(c2nnnn2Cc2ccccc2)N2CCN(C3CCCCC3)CC2)c1 (configuration not stated)	-23	1.1	-0.2	-1.6	-7	0	-24	23	1.1	102
Cc1ccc(-n2c(C)cc(C(=O)OCC(=O)N(C)C3CCS(=O)(=O)C3)c2C)cc1 (configuration not stated)	8	1	0.0	-0.8	2	4	9	-8	1	102
Cc1cc(NC2CCCCC2)nc2ccccc12	-4	1	-0.1	-1.0	-3	-6	9	4	1.6	102
Cc1ccc(-n2c(Cn3c(C)nc4ccccc43)n[nH]c2=S)cc1	-6	0.9	-0.1	-0.3	7	3	8	6	1.1	95
CCCS(=O)(=O)n1nc(-c2ccc(OC)cc2OC)cc1N	-18	1	-0.2	-0.1	-4	-6	-3	18	1.1	108
COc1ccc(C(=O)N2CCN(C3CCCCC3)CC2)c(OC)c1	-8	1.2	0.3	0.6	-21	3	11	8	1.4	102
Cc1nnc(C)n1/N=C/c1cccc([N+](=O)[O-])c1	-25	1	-0.1	-0.1	0	-1	5	25	1	105
N/C(Cn1cncn1)=N\OC(=O)c1ccc(Cl)cc1Cl	6	0.9	-0.3	-1.5	6	-4	6	-6	1.1	103
CCc1nccn1S(=O)(=O)c1ccc2ccc(C)cc2c1	-15	1	-0.1	0.4	1	0	12	15	1	101
COc1ccc(NS(=O)(=O)c2ccc3c(c2)CCC(=O)N3)c(OC)c1	8	1	-0.5	1.6	-4	0	9	-8	0.92	99
CCC(=O)N1CCN(c2ccc(NC(=O)c3ccco3)cc2)CC1	-17	1	0.0	2.0	4	-2	12	17	1.4	111
COc1ccc(NC(=O)c2csc3c2CCCC3)cc1	-159	0.7	-0.1	0.7	29	2	-22	159*	7.3*	142*
Cc1ccc(-n2c(C)cc(C(=O)CN3C(=O)C(=O)N(C4CCCC4)C3=O)c2C)cc1	10	1.1	-0.3	0.3	-7	-1	0	-10	0.71	94
COc1ccc(-c2nc3nc(N)nn3cc2C)cc1F	4	1	0.2	0.7	-3	-3	9	-4	1.1	105
Cc1cc(Cl)ccc1OCCCC(=O)N1CCCCC1	-43	1	0.1	1.2	4	2	-2	43	2.2	112
O=C(CCC(=O)OCCCC(F)(F)C(F)(F)F)NC1CCCCC1	-4	1	-0.2	-3.3	2	-3	0	4	1.4	98
CC(C)COc1ccc(C(=O)OCCN2CCOCC2)cc1	-25	1	-0.4	-1.4	0	2	16	25	1.2	106
C/C(N)=C(/C#N)C(=O)COC(=O)CCS(=O)(=O)c1ccccc1	-29	1	-0.2	0.8	-2	-3	2	29	0.92	106
CCOC(=O)c1cc(CC)sc1NC(=O)C1CC(=O)NN1Cc1ccccc1 (configuration not stated)	4	1	-0.1	0.0	-4	0	-24	-4	0.68	99
Cc1cccc(C(=O)N[C@H](C(=O)Nc2nc3ccccc3[nH]2)C(C)C)c1	62*	1	0.1	-1.9	-3	-1	-2	-62	1.4	95
CCOc1ccc(CCNC(=O)CN2CCN(Cc3ccccc3F)C2=O)cc1OCC	5	1.1	-0.4	-4.4	-8	1	3	-5	1.1	101
Nc1ccc(Cl)c(S(=O)(=O)Nc2ccccc2Cl)c1	5	1	-0.2	-0.3	-1	5	-4	-5	0.98	92
Cc1ccc(S(=O)(=O)NC(C)C(c2cccs2)N2CCOCC2)cc1 (configuration not stated)	-9	1.1	0.2	-0.7	-11	-3	14	9	1.1	93
CCC(=O)Nc1ccc(C(=O)N/N=C/c2cccnc2)cc1	14	1	-0.3	-6.3	2	-6	0	-14	1.4	91
Cc1cccn2c(=O)c3cc(C(=O)NCc4ccco4)c(=N)n(CCOCCO)c3nc12	-10	.	0.0	2.7	.	1	.	10	1	103
CCn1c(NC(C)=O)nc2ccccc21	-12	1.1	-0.4	0.6	-7	-10	1	12	1.1	101
